High-throughput results as filed in PubChem.
MLLE-PAM2 inh: blocks PAM2 peptide binding to the PABP1 MLLE domain; P11940; GST-MLLE / FITC-PAM2 fluorescence polarization; inhibition, % at 20 µM; 360,000 compounds, 0.36% hits; AID 588489; in the data active = inhibition above about 35%, passing the limit was not always enough;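 note: plate controls were DMSO wells with GST-MLLE for no effect and wells lacking GST-MLLE protein for full effect; some results filed as inactive read as strong as hits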
SUMO1 PPI mod: SUMO1-SIM interaction modulation | 360,000 compounds, 0.33% hits | SUMO1 binding to a labelled peptide, TR-FRET, 1 h | inhibition, % at 20 µM; in the data active = inhibition above about 37%
Rpn11 block: blocks the human proteasome subunit Rpn11. O00487. human 26S proteasome, Ub4-pepOG fluorescence polarization; 20S core pre-blocked with epoxomicin. calls only at 20 µM. 360,000 compounds, 0.59% hits. AID 588493;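 active = inhibition at 20 µM, scaled to each plate's controls, above about 33%, limit read from the data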
Target sequence (O00487 whole entry, looked up): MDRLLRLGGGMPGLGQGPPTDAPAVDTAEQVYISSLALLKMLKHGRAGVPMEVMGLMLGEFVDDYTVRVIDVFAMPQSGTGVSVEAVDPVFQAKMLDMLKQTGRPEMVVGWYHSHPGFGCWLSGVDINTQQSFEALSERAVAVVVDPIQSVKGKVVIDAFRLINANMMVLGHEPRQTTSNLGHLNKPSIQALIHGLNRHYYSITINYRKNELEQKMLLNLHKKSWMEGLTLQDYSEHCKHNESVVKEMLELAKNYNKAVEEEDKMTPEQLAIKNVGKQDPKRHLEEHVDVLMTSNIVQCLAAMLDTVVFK
Scp1 inh: blocks human Scp-1 phosphatase activity. Q9GZU7. Recombinant Scp1, phosphopeptide, malachite green phosphate absorbance. inhibition, % at 20 µM. 340,000 compounds, 0.88% hits. AID 493091;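 active = inhibition above about 50% at 20 µM, limit read from the data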;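 note: plate controls were DMSO wells with enzyme for no effect and wells lacking enzyme for full effect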
Target sequence (Q9GZU7 76-261 limits assumed): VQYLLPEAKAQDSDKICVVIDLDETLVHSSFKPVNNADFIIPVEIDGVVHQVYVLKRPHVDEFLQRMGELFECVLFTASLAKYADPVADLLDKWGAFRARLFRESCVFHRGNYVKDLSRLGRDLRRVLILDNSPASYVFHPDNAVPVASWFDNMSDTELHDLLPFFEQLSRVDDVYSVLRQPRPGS
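assay system = SCP-1 phosphatase catalytic domain, residues 76-261 | buffer or medium = 50 mM Tris acetate pH 5.5, 0.005% Tween-20, 10 mM MgCl2 | incubation = enzyme reaction 45 min at room temperature, colour 5 min, stabilisation 30 min | signal = Phosphate-binding colour reagent, absorbance read at 630 nm | measure = % inhibition at 20 µM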
STEP block: STEP (human) phosphatase inhibition | P54829 | recombinant STEP, OMFP fluorogenic substrate, fluorescence | inhibition, % at 20 µM | 360,000 compounds, 0.25% hits | AID 588621;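 active = inhibition at 20 µM, scaled per plate between control wells, above about 37%, limit read from the data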;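 note: 0% = DMSO with enzyme and substrate and 100% = substrate only without enzyme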
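System: isolated STEP enzyme; schedule: 20 min enzyme reaction at room temperature, protected from light; medium: Bis-Tris buffer pH 6.0, 2.5 mM DTT, 0.005% Tween 20; signal: fluorescence, 480/540 nm; dosing: single compound dose of 20 µM, 1% DMSO final; also added: OMFP substrate, 25 µM final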
DNMT1 inh: blocks human DNA methyltransferase DNMT1. P26358. DNMT1 molecular beacon, Hinp1I cleavage, fluorescence. inhibition (reported as % activation of signal), % at 10 µM. 360,000 compounds, 0.83% hits; in the data active = inhibition above about 50%
CSN inh: inhibitors of human CSN-mediated cullin deneddylation; Q92905; Purified CSN, SCF-Nedd8-OG deneddylation, fluorescence polarization; inhibition, % at 12.5 µM; 360,000 compounds, 0.38% hits; AID 651999;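 active = pattern-corrected inhibition above about 35%, with an unprinted fluorescence ratio check between 0.5 and 1.5, limit read from the data, passing the limit was not always enough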;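 note: 0% = enzyme with substrate and 100% = substrate without enzyme; some results filed as inactive read as strong as hits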
Target sequence (Q92905 whole entry, looked up, one chain of several): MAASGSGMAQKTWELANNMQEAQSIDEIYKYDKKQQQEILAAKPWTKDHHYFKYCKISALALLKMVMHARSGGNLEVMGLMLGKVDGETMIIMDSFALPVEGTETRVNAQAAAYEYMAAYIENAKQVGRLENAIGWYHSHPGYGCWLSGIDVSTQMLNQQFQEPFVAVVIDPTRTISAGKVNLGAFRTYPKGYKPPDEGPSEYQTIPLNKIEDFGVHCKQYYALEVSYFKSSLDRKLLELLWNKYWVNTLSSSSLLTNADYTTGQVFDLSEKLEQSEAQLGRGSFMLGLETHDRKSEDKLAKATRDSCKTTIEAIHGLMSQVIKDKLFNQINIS
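Detection – fluorescence polarization · System – HEK293T-derived human Csn5 enzyme · Controls – substrate-only high control, full reaction low control · Timing – 90 min, room temperature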
NadD block: NadD (S. aureus) enzyme inhibition; 360,000 compounds, 0.78% hits; inhibition, % at 20 µM; purified NadD enzyme, colorimetric absorbance read-out; in the data active = inhibition above about 26%; note: some compounds past the cut are filed as inactive
LMPTP inh: LMPTP (human) inhibition; inhibition, % at 20 µM; P24666; recombinant LMPTP-A, OMFP fluorogenic substrate, fluorescence intensity; 360,000 compounds, 0.22% hits;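 active = compounds that cut the enzyme signal by at least half of the control window in the single-dose screen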;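 note: plate controls were DMSO wells with enzyme plus substrate for no effect and substrate without enzyme for full effect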
Target sequence (P24666 whole entry, looked up): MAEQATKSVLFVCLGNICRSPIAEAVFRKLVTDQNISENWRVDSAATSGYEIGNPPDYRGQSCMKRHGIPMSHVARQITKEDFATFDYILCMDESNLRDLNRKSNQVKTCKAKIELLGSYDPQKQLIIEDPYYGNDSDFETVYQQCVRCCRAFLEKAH
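Assay system: LMPTP-A phosphatase enzyme | Input: 0.625 nM enzyme | Also added: Fluorogenic phosphatase substrate OMFP at 400 µM final | Compound dosing: One test concentration per compound, 20 µM, with 3% DMSO overall | Schedule: 50 min enzyme reaction at room temperature, protected from light | Signal: Fluorescence intensity | Benchmarks: no-enzyme and uninhibited controls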
Tb MetRS inh: Trypanosoma brucei MetRS inhibition; AID 624268; purified T. brucei MetRS, ATP depletion, Kinase-Glo luminescence; inhibition, % at 11.9 µM; 360,000 compounds, 0.4% hits;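 active = inhibition above a per-plate cutoff of the control wells' mean inhibition plus 3 SD, cut at about 5.5% in these data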;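 note: 0% = DMSO wells median and 100% = median of wells with control inhibitor compound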
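Material – parasite MetRS enzyme · Medium – HEPES-MgCl2-KCl buffer plus DTT, spermine, BSA, pyrophosphatase · Reagent – ATP, methionine and E. coli bulk tRNA substrates · Times – 15 min enzyme-compound preincubation, 2 h reaction, 10 min detection, 25 °C · Measured by – luminescence of leftover ATP · Evaluation – percent inhibition relative to median high and low control wells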
Numbers without * were called inactive; i = inactive; . = no result given. Not a hit list. Share with any hit: about 3.6%.

1	Cc1ccc(S(=O)(=O)N2CCCC(C(=O)N3CCN(C)CC3)C2)cc1 (stereo not given)
2	COc1ccc(C)cc1NC(=O)CSc1nnc(-c2ccc(C)cc2)o1
3	CC1Oc2ccccc2N(CC(=O)N2CCCCC2)C1=O (stereo not given)
4	Cc1ccc(NC(=O)CNC(=O)C2CCCCC2)nc1
5	COc1ccc(/C=C/C(=O)O)cc1S(=O)(=O)N1CCCC1
6	Cn1c(NC(=O)c2ccc(Cl)cc2Cl)cc(=O)n(C)c1=O
7	COc1ccc(C)cc1NC(=O)C1CCN(S(=O)(=O)c2cccc3nonc23)CC1
8	CC(Sc1ccccc1)C(=O)Nc1ccc(N2CCOCC2)cc1 (stereo not given)
assay / entry	1	2	3	4	5	6	7	8
MLLE-PAM2 inh	-9	-67	-5	-10	9	8	-10	34
SUMO1 PPI mod	0	0	0	3	0	3	-4	-2
Rpn11 block	i	i	i	i	i	i	i	i
Scp1 inh	-5	-1	0	-5	17	-9	4	-2
STEP block	3	-2	-2	1	0	0	6	-4
DNMT1 inh	2	-1	6	2	10	-1	-1	-11
CSN inh	-3	1	-1	1	-1	4	2	3
NadD block	-2	-3	4	-1	-3	5	-5	8
LMPTP inh	-2.4	0.4	2.5	-1.4	-2.7	0.2	0.9	-0.2
Tb MetRS inh	0.0	-0.4	-0.8	-0.5	-0.7	-0.4	1.1	-0.8

2 entries from above, with bars between the fields.
item | mol | MLLE-PAM2 inh | SUMO1 PPI mod | Rpn11 block | Scp1 inh | STEP block | DNMT1 inh | CSN inh | NadD block | LMPTP inh | Tb MetRS inh
2 | COc1ccc(C)cc1NC(=O)CSc1nnc(-c2ccc(C)cc2)o1 | -67 | 0 | i | -1 | -2 | -1 | 1 | -3 | 0.4 | -0.4
3 | CC1Oc2ccccc2N(CC(=O)N2CCCCC2)C1=O (stereo not given) | -5 | 0 | i | 0 | -2 | 6 | -1 | 4 | 2.5 | -0.8

(list continues)
9	O=C(Cn1c(=O)sc2ccccc21)NCCOc1ccccc1F
10	CCOC(=O)CSc1nnc(CSc2nc(C)cc(C)n2)n1Cc1ccco1
11	CCN(CC(=O)Nc1c(F)cccc1F)C(=O)Cc1c(C)nc2ccccc2c1C
12	CC1(C)CC(=O)C2=C(C1)OC(N)=C(C#N)C2C1CC=CCC1 (stereo not given)
13	Cc1ccc(NC(=O)c2ccc3nsnc3c2)c(Cl)c1
14	O=C(Nc1ccc(OC(F)(F)C(F)F)c(NC(=O)c2cccc(F)c2)c1)c1cccc(F)c1
15	Cc1cccc(NC(=O)CSCC(=O)OCc2ccccn2)c1
16	O=[N+]([O-])c1ccc(O)c(/C=N\N=C2c3ccccc3-c3ccccc32)c1
assay / entry	9	10	11	12	13	14	15	16
MLLE-PAM2 inh	-1	10	5	-7	-7	-1	33	-6
SUMO1 PPI mod	-2	-1	-11	-2	-49	-1	4	-19
Rpn11 block	i	i	i	i	i	i	i	i
Scp1 inh	-4	-3	0	-5	-2	-9	1	1
STEP block	-2	-4	-1	-1	-1	-2	2	0
DNMT1 inh	2	1	-1	0	2	4	1	-20
CSN inh	-1	1	-1	5	1	1	1	5
NadD block	-4	6	1	-4	-4	-6	-4	9
LMPTP inh	0.1	-1.4	-6.0	-1.1	0.2	0.6	-1.6	1.2
Tb MetRS inh	-0.6	0.2	-0.4	-0.1	0.1	0.5	-0.6	-0.3

17	COc1cccc(C(=O)Nn2c(C)nnc2-n2nc(C)cc2C)c1
18	CCNc1c2c(nc3ccccc13)CC(C)(C)CC2=O
19	COc1ccc(NC(=O)CC2SC(N3CCOCC3)=NC2=O)c(OC)c1 (stereo not given)
20	CCOC(=O)c1c(NC(=O)CSc2ncn[nH]2)sc(C(C)=O)c1C
21	COCCc1ccc(OC2(C)CCN(Cc3ccc(OC)c4ccccc34)C2)cc1 (stereo not given)
22	COc1cc(/C=C(\C#N)C(=O)Nc2ccc3ccccc3c2)c([N+](=O)[O-])cc1OC
23	COc1cccc(OC)c1C(=O)Nc1ccccc1NC(=O)c1c(OC)cccc1OC
24	Cc1cccc(NC(=O)c2ccc(COc3cccc4ccccc34)o2)n1
assay / entry	17	18	19	20	21	22	23	24
MLLE-PAM2 inh	3	5	10	-8	-12	12	6	-2
SUMO1 PPI mod	-1	-1	-3	-15	-3	-7	-2	1
Rpn11 block	i	i	i	i	i	i	i	i
Scp1 inh	-7	6	22	-8	.	-4	-15	6
STEP block	-1	1	6	1	-2	-2	-2	2
DNMT1 inh	0	1	33	-1	5	18	4	-10
CSN inh	1	-1	0	1	2	2	4	1
NadD block	3	0	0	0	-8	5	-1	0
LMPTP inh	-1.0	1.2	-0.2	-4.0	-0.4	0.1	-0.6	1.2
Tb MetRS inh	0.2	-0.2	-0.4	-0.4	0.7	0.1	-1.1	-0.6

25	O=C(N/N=C\c1cccnc1)c1ccccc1O
26	O=C(Nc1ccc2snnc2c1)N1CCSCC1
27	CN(C)C(=O)c1ccc(NC(=O)c2cc(-n3cnnc3)ccc2Cl)cc1
28	COc1ccccc1N=c1oc2cc(O)ccc2cc1C(N)=O
29	Cc1ccc(OCCC(=O)OCC(=O)Nc2cc(S(=O)(=O)N(C)C)ccc2C)cc1
30	O=C(O)C1=C(C(=O)Nc2cccc(C(F)(F)F)c2)CCCC1
31	O=C(NCc1cccnc1)c1ccc(NC(=O)c2ccc(Br)cc2)cc1
32	Cc1ccc(NC2=C(NC(=O)c3ccccc3)C(=O)c3ccccc3C2=O)cc1Cl
assay / entry	25	26	27	28	29	30	31	32
MLLE-PAM2 inh	-14	15	-16	-123	-13	-8	6	46*
SUMO1 PPI mod	-4	0	0	-2	6	-5	-4	-20
Rpn11 block	i	i	i	i	i	i	i	i
Scp1 inh	-7	-8	-5	-4	-7	1	-2	-10
STEP block	0	-3	1	-1	-1	-1	-3	3
DNMT1 inh	3	-3	1	-1	-5	1	2	-20
CSN inh	2	-3	-5	11	-8	-3	3	-1
NadD block	-1	-2	0	2	-5	-6	0	2
LMPTP inh	-0.2	-1.0	-1.0	0.1	0.3	0.7	-0.9	4.5
Tb MetRS inh	0.9	0.6	-0.1	-5.0	-0.6	-0.4	-0.7	0.0

Next section; the last four above are carried over.
29	Cc1ccc(OCCC(=O)OCC(=O)Nc2cc(S(=O)(=O)N(C)C)ccc2C)cc1
30	O=C(O)C1=C(C(=O)Nc2cccc(C(F)(F)F)c2)CCCC1
31	O=C(NCc1cccnc1)c1ccc(NC(=O)c2ccc(Br)cc2)cc1
32	Cc1ccc(NC2=C(NC(=O)c3ccccc3)C(=O)c3ccccc3C2=O)cc1Cl
33	Cc1ccc(C(=O)N2CCCCC2C(=O)O)o1 (stereo not given)
34	COc1ccc(CCNC(=O)CC2SC(=Nc3cc(C)cc(C)c3)NC2=O)cc1OC (stereo not given)
35	Nc1ccn(CC(=O)N2CCN(c3ccccn3)CC2)c(=O)n1
36	COc1ccc(CN2CCCC(C(=O)Nc3cccc(-n4cccn4)c3)C2)c(F)c1 (stereo not given)
37	O=C(Nc1ccc(Cl)cc1)OCCN1CCOCC1
38	O=C1CC2(CON=C2c2ccc(F)cc2)C(=O)N1c1ccc(F)cc1 (stereo not given)
39	Cc1noc(C)c1COc1cccc(C(=O)N(C)Cc2nc3ccccc3c(=O)[nH]2)c1
40	COc1ccc(-c2noc(CSc3nc4ccccc4c(=O)n3-c3ccccc3)n2)cc1
assay / entry	29	30	31	32	33	34	35	36	37	38	39	40
MLLE-PAM2 inh	-13	-8	6	46*	-8	-15	12	-3	7	-3	5	0
SUMO1 PPI mod	6	-5	-4	-20	1	-1	7	4	2	2	-1	1
Rpn11 block	i	i	i	i	i	i	i	i	i	i	i	i
Scp1 inh	-7	1	-2	-10	-5	-10	0	-2	-10	0	-3	-6
STEP block	-1	-1	-3	3	2	4	-3	-3	-2	1	-1	0
DNMT1 inh	-5	1	2	-20	0	2	2	-1	-2	3	3	3
CSN inh	-8	-3	3	-1	-2	8	2	2	0	-3	-5	3
NadD block	-5	-6	0	2	-5	-4	1	-13	-4	2	-1	-7
LMPTP inh	0.3	0.7	-0.9	4.5	-1.5	-1.0	-1.1	-0.1	1.0	-0.3	-1.9	-0.4
Tb MetRS inh	-0.6	-0.4	-0.7	0.0	0.4	2.1	-0.4	-0.7	-0.2	-0.2	-0.1	0.2

41	COc1ccc(-n2nc3cc(C)c(N)c(Br)c3n2)cc1
42	CN(C)CC/C=C1\c2ccccc2Sc2ccc(Cl)cc21
43	O=c1c2ccccc2sc2ccccc12
44	Cc1ccc(N2C(=O)CC(Sc3nc(-c4ccccc4)c4cc(Cl)ccc4n3)C2=O)c(C)c1 (stereo not given)
45	Cc1ccccc1CN(c1ccc(C(=O)Nc2ccccc2C(=O)NCc2ccco2)cc1)S(C)(=O)=O
46	CCCc1cc(=O)oc2c(C)c(OCC(=O)NC3CC(C)(C)NC(C)(C)C3)ccc12
47	Cc1ccc(CNC(=O)C(Cc2ccccc2)NS(=O)(=O)c2ccc3c(c2)CCC(=O)N3)cc1 (stereo not given)
assay / entry	41	42	43	44	45	46	47
MLLE-PAM2 inh	0	8	10	5	0	1	0
SUMO1 PPI mod	-8	-13	-30	1	-1	-1	0
Rpn11 block	i	i	i	i	i	i	i
Scp1 inh	-20	-3	0	-7	-15	-8	-3
STEP block	2	-1	-1	1	2	3	0
DNMT1 inh	-26	8	26	4	-14	2	-1
CSN inh	-4	-2	1	-7	2	-3	-1
NadD block	-4	-3	-6	14	-2	-15	-3
LMPTP inh	1.2	-1.6	-0.7	0.6	3.4	-0.4	-0.8
Tb MetRS inh	-0.2	-1.0	-0.1	0.0	-0.6	0.4	-0.5

Six compounds from above, showing only Tb MetRS inh.
nr | smiles | Tb MetRS inh
43 | O=c1c2ccccc2sc2ccccc12 | -0.1
42 | CN(C)CC/C=C1\c2ccccc2Sc2ccc(Cl)cc21 | -1.0
45 | Cc1ccccc1CN(c1ccc(C(=O)Nc2ccccc2C(=O)NCc2ccco2)cc1)S(C)(=O)=O | -0.6
13 | Cc1ccc(NC(=O)c2ccc3nsnc3c2)c(Cl)c1 | 0.1
8 | CC(Sc1ccccc1)C(=O)Nc1ccc(N2CCOCC2)cc1 (stereo not given) | -0.8
25 | O=C(N/N=C\c1cccnc1)c1ccccc1O | 0.9
